PvdQ inh = P. aeruginosa PvdQ acylase inhibition; purified PvdQ acylase, fluorescence plate reader; inhibition, % at 10 µM; actives 0.063% (n = 340,000); AID 488965; in the data active = inhibition above about 30%, passing the limit was not always enough; inconclusive = no clear call, values can overlap the other calls;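 note: 0% = vehicle neutral wells and 100% = reference inhibitor wells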
Rtt109 HAT inh = inhibitors of Candida albicans Rtt109/Vps75 histone acetyltransferase. actives 0.16% (n = 330,000). purified Rtt109/Vps75, ThioGlo CoA-SH fluorescence, 4 h. inhibition, % at 34.9 µM. AID 540336. Q5AAJ8;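 active = inhibition of at least 50% in every replicate; inconclusive = best replicate reaches 50% inhibition but some replicates fall short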
dFosB act = enhances mouse delta FosB homodimer DNA binding | P13346 | purified delta FosB, TAMRA-CDK5 oligo fluorescence polarization; percent of positive-control signal above neutral wells | activation, % at 25 µM | actives 0.99% (n = 340,000);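 active = mean activation above about 17%, with every replicate also reaching it, limit read from the data, passing the limit was not always enough; inconclusive = only one of the two conditions met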;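 note: fluorescence polarization rise as delta FosB binds a TAMRA Cdk5 AP-1 oligo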
Target sequence (P13346 whole entry, looked up): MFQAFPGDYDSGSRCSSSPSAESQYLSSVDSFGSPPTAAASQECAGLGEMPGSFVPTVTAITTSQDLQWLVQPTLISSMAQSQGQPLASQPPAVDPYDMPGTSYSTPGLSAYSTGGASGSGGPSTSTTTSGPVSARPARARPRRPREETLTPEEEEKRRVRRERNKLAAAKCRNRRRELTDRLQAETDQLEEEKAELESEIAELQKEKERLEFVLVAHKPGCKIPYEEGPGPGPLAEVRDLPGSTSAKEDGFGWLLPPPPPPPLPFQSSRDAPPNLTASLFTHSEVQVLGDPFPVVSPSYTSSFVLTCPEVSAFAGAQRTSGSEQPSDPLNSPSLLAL
Wnt bcat act = activates Wnt/beta-catenin signaling in a reporter cell assay; activator, plate reader; activation, % at 9.35 µM; actives 1.2% (n = 300,000); AID 743398; in the data active = activation above about 30%, passing the limit was not always enough; inconclusive = no clear call, values can overlap the other calls;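 note: 0% = neutral control wells and 100% = positive control wells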
HTR5A ag = counter-screen for OPRM1-OPRD1 agonists: human HTR5A agonism; activation, % at 9.3 µM; AID 504692; HTR5A agonist assay, luminescence, cell-based; P47898; actives 0.61% (n = 340,000); in the data active = activation mostly above about 9.5%, no sharp cut-off; inactive = mostly below about 7.6%;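 note: 0% = cells with vehicle only and 100% = reference agonist; strong numbers were not always called active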
SR-BI uptake up = SR-BI HDL lipid transfer activation. activation, % at 12.5 µM. CHO ldlA[mSR-BI] cells, DiI-HDL uptake fluorescence, 3 h; 100 = double the neutral-control signal. actives 0.096% (n = 320,000). AID 504775;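 active = mean replicate activation of at least 60% and every replicate at or above 60%; inconclusive = mean or all-replicate condition met, but not both; inactive = mean below 60% and not all replicates reaching 60%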;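 note: 0% = median plate neutral-control signal and 100% = twice that signal; values of inactives mirror those of a sister screen read the other way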
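Assay system: LDL receptor-deficient CHO ldlA cells overexpressing murine SR-BI / Medium: BSA-supplemented, HEPES-buffered Ham's F12, pH 7.4 / Probe or stimulus: DiI-labelled HDL at 10 µg/mL final / Timing: compound with DiI-HDL co-incubation, 3 h at 37 °C / Technique: bottom-read cell fluorescence after medium removal, ex 550/em 595 nm / Measure: HDL uptake via cellular fluorescence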
RTF Ca sens act = increases calcium sensitivity of human cardiac regulated thin filaments; P19429+P45379; IANBD-labeled TnC RTF fluorescence at EC20 calcium; 0% EC20 calcium, 100% full calcium; activation, % at 7.2 µM; actives 0.24% (n = 340,000); AID 493008;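 active = activation above the mean over all tested compounds plus 3 SD, cut at about 30% in these data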;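 note: rise in fluorescence read as greater calcium sensitivity of cardiac thin filaments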
CDK5 inh = blocks human CDK5/p35 kinase activity. Q00535+Q15078. Recombinant CDK5/p35, ADP-Glo luminescence, 60 min. inhibition, % at 10 µM. actives 0.01% (n = 330,000). AID 488839;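 active = highest replicate inhibition of at least 50% and at least 75% of replicates reaching 50%; inconclusive = only one of the two criteria met; inactive = both criteria failed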;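 note: plate controls were DMSO neutral control for no effect and GW8510 at 10 µM for full effect; many of its hits are not listed in these tables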
Target sequence (Q00535 whole entry, looked up): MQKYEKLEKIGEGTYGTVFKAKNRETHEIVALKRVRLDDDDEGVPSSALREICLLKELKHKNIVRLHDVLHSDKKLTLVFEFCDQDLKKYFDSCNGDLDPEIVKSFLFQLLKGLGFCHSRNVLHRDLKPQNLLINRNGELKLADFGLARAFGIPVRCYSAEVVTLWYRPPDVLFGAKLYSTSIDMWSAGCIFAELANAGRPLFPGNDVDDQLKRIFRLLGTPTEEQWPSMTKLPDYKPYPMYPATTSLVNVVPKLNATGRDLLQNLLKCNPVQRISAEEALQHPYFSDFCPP
Target sequence (Q15078 whole entry, looked up): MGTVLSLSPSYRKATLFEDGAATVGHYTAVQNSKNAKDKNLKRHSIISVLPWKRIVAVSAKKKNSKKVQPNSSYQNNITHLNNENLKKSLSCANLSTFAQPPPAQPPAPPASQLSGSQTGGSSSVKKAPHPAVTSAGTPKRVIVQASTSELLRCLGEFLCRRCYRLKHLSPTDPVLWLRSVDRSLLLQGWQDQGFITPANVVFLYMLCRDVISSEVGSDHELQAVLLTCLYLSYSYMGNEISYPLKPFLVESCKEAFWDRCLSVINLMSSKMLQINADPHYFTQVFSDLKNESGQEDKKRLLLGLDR
MITF act = activators of MITF-driven TRPM1 promoter activity in SK-MEL-5 cells; SK-MEL-5 TRPM1-promoter luciferase, 24 h; % of positive control, neutral wells = 0; AID 588334; activation, % at 12.5 µM; actives 0.75% (n = 300,000);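 active = mean activation of at least 80% with every replicate also reaching 80%; inconclusive = mean reaches 80% but some replicate falls short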;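 note: 0% = neutral control wells and 100% = parthenolide positive control wells; values of inactives mirror those of a sister screen read the other way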
SR-BI DiI inh = inhibitors of mouse SR-BI mediated HDL lipid uptake; Q61009; ldlA[mSR-BI] CHO cells, DiI-HDL uptake fluorescence, 3 h; inhibition, % at 12.5 µM; actives 0.96% (n = 320,000);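 active = mean replicate inhibition of at least 70% and a set share of replicates each scoring 70 or more; inconclusive = meets just one of the two criteria; inactive = fails both criteria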;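 note: 0% = median of neutral control wells and 100% = median of positive control wells; values of inactives mirror those of a sister screen read the other way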
The depositor's hits bear a star; ? = inconclusive; . = not tested or not shown.

SMILES	PvdQ inh	Rtt109 HAT inh	dFosB act	Wnt bcat act	HTR5A ag	SR-BI uptake up	RTF Ca sens act	CDK5 inh	MITF act	SR-BI DiI inh
CCCc1nnc(NC(=O)CCC(=O)Nc2ccc(Cl)cc2)s1	3	-5	5	2	5	18	-1	1.7	-3	-18
O=C(NCCCCc1ccccc1)c1cccc(NC(=O)c2ccccc2)c1	-16	-4	-12	-5	-2	-37	-9	-0.9	6	37
COc1cccc(-n2c(Cn3nc(C(F)(F)F)cc3C)n[nH]c2=S)c1	-5	4	-10	-2	1	35	5	-0.5	-3	-35
CS(=O)(=O)c1sc2nc(-c3cccs3)cc(-c3ccccc3)c2c1N	-4	8	-28	.	3	-66	-2	1.3	13	66
COC(=O)c1c(C)oc2cc(Br)c(OCC(=O)C(C)(C)C)cc12	-11	-25	-2	-8	-1	-44	2	-2.3	3	44
Cc1ccc(N2CN(Cc3ccco3)CNC2=S)c(C)c1	-4	6	-2	0	3	-7	-3	2.1	-4	7
Cc1csc(NC(=O)CSc2nc(=O)n(CCN(C)C)c3c2CCCC3)n1	-15	1	-5	1	-9	11	-5	-1.4	8	-11
Cc1ccc(C)n1NC(=O)c1cccc(Cl)c1	-10	-8	-10	-1	0	-18	-1	0.1	-3	18
CC1(C2CC2)NC(=O)N(CC(=O)NCC(=O)Nc2ccc(F)c(F)c2F)C1=O (stereo unspecified)	-11	2	2	-1	0	-2	-7	0.5	1	2
Cc1coc2cc3oc(=O)c(CCC(=O)N[C@@H](CCCNC(N)=O)C(=O)O)c(C)c3cc12	6	-4	-13	1	0	10	-5	1.1	0	-10
CCNC(=O)CN(c1ccccc1OC)S(=O)(=O)c1cccs1	-1	-1	0	18	4	-8	2	1.9	2	8
COc1cc(NC(=S)NN2CCN(C)CC2)cc(OC)c1	-16	-10	0	2	-1	-1	0	-0.1	-4	1
O=C(O)C1CCCCC1C(=O)NCc1ccc(Cl)c(Cl)c1 (stereo unspecified)	-13	-5	1	0	2	27	3	-1.1	16	-27
CCn1nnnc1-c1ccc(OC)c(S(=O)(=O)Nc2ccc(S(N)(=O)=O)cc2)c1	3	-2	-3	-1	7	-17	-8	-2.2	4	17
Cc1ccc(S(=O)(=O)N2CCN(C(=O)CSC(=S)N3CCCC3)CC2)c(C)c1	-2	4	-9	-7	7	-12	3	-0.4	-1	12
CN1CCN(C(=O)c2ccc(CN3CCOCC3)cc2)CC1	-12	4	-2	-2	6	15	-2	0.1	.	-15
CCCCn1c(=O)[nH]c(=O)c2c1nc(-c1ccccc1F)n2Cc1ccccc1OC	0	11	4	-6	0	17	-6	-0.7	-12	-17
Cc1ccc(-c2noc(C3CCCN(S(=O)(=O)c4ccc(S(=O)(=O)N(C)C)cc4)C3)n2)o1 (stereo unspecified)	0	9	0	-1	-1	-2	1	-0.7	9	2
CCOC(=O)N1CCN(C(=O)c2ccccc2NC(=O)c2ccccc2Cl)CC1	-5	4	-9	2	1	22	1	0.6	-2	-22
O=S(=O)(c1ccc(Cl)cc1)c1ccccn1	9	-5	-7	.	-2	11	0	-0.7	0	-11
CCC(C)C(=O)Nc1cc([N+](=O)[O-])ccc1Cl (stereo unspecified)	2	4	3	2	2	-5	-6	1.6	-6	5
O=C(NCC1OCCCN1S(=O)(=O)c1cc(F)ccc1F)C(=O)NC1CCCC1 (stereo unspecified)	-1	-2	-5	1	-3	-12	-1	1.5	1	12
COc1ccc(CCN2C(=O)c3[nH]nc(-c4ccccc4O)c3C2c2ccccc2)cc1OC (stereo unspecified)	6	-3	7	-8	-4	18	2	-2.2	.	-18
Nc1cccc2c1C(=O)N(C(=O)c1ccc(S(=O)(=O)N3CCCCCC3)cc1)C2=O	4	-72	-4	-4	4	35	-3	-2.5	10	-35

A second format for two compounds above:
canonical_smiles | PvdQ inh | Rtt109 HAT inh | dFosB act | Wnt bcat act | HTR5A ag | SR-BI uptake up | RTF Ca sens act | CDK5 inh | MITF act | SR-BI DiI inh
Cc1ccc(-c2noc(C3CCCN(S(=O)(=O)c4ccc(S(=O)(=O)N(C)C)cc4)C3)n2)o1 (stereo unspecified) | 0 | 9 | 0 | -1 | -1 | -2 | 1 | -0.7 | 9 | 2
Nc1cccc2c1C(=O)N(C(=O)c1ccc(S(=O)(=O)N3CCCCCC3)cc1)C2=O | 4 | -72 | -4 | -4 | 4 | 35 | -3 | -2.5 | 10 | -35

New compounds follow.
SMILES	PvdQ inh	Rtt109 HAT inh	dFosB act	Wnt bcat act	HTR5A ag	SR-BI uptake up	RTF Ca sens act	CDK5 inh	MITF act	SR-BI DiI inh
CCN1CCCC1CNS(=O)(=O)c1ccc(F)c(Cl)c1 (stereo unspecified)	6	-7	2	1	1	28	-10	0.1	2	-28
O=C(Oc1ccc([N+](=O)[O-])cc1)C1CC(=O)N(c2ccc3c(c2)OCCO3)C1 (stereo unspecified)	4	-1	-5	-1	0	0	-10	-1.6	0	0
COc1ccc(-c2cc(C(F)(F)F)nc(S(=O)(=O)CCC(=O)N3CCOCC3)n2)cc1	1	7	-1	.	5	9	-17	-2.2	-20	-9
CN(CC(=O)Nc1ccc(Cl)cc1)C1CCCCC1	-8	-35	-3	0	-1	35	10	0.4	11	-35
Cc1ccc(S(=O)(=O)N2CCC(C(=O)N[C@@H](C)C(=O)NC3CCCCC3)CC2)cc1	0	-1	39*	.	4	-2	-7	-1.0	0	2
CCC(=O)NC(NC(=O)CC)C(Cl)Cl	2	12	7	1	-2	-5	-8	0.2	6	5
CCCc1ccc(-c2ccc(/C=C/C(=O)O)cc2)nc1	-6	4	-1	0	4	-4	-7	0.7	-87	4
CC12CCC(C(S(=O)(=O)Nc3ccccc3)C1=O)C2(C)C (stereo unspecified)	-13	0	-11	-4	0	7	-9	-2.7	-4	-7
COc1cc(OC)cc(C(=O)NCC(=O)OCC(=O)N2c3ccccc3NC(=O)C2(C)C)c1	13	6	-5	0	-1	4	0	0.3	-5	-4
Cc1nn(CC(=O)NC2CCC(C)CC2)c(=O)c(C#N)c1C (stereo unspecified)	-5	7	-15	0	-2	12	-8	0.0	-8	-12
Cc1ccc(S(=O)(=O)NC(C)C(=O)NC2CC2)cc1 (stereo unspecified)	-14	-7	-5	-1	1	15	-4	2.3	-6	-15
Cc1cc(C(=O)N/N=C2\CCCc3ccccc32)c(C)o1	-4	-1	-3	5	1	4	-6	0.1	27	-4
COc1ccc(N(C)S(=O)(=O)c2ccc3c(c2)NC(=O)CO3)c(OC)c1	-13	0	-1	-4	2	-8	-1	-6.8	4	8
Cc1cccc(N2CCN(Cc3cn(C)nc3-c3ccccc3F)CC2)n1	-21	2	3	-9	-2	11	-1	0.2	-15	-11
O=C(COc1ccccc1Cl)NCc1nc(-c2ccccc2)no1	-6	-1	-4	-1	4	.	1	-0.4	3	-46
O=C(Nc1ccc(OCC(=O)N2CCN(S(=O)(=O)c3ccccc3)CC2)cc1)c1ccco1	-9	-4	-7	2	8	.	4	-2.0	8	.
Cc1ccccc1Cn1c(C(C)O)nc2ccccc21 (stereo unspecified)	1	-5	-5	.	-1	4	0	0.6	-2	-4
CCn1c(SCC(=O)c2cccs2)nnc1-c1ccco1	-23	-2	-2	.	3	4	-1	-4.3	10	-4
CC1CCc2nc(NC(=O)C3COc4ccccc4O3)sc2C1 (stereo unspecified)	3	2	0	-9	-4	-43	2	1.3	-26	43
COc1cc(C(=O)N=c2sc3c(C)ccc(OC)c3n2C)cc(OC)c1OC	-12	-2	4	1	4	-78	1	1.3	18	78*
CS(=O)(=O)N(CCc1ccccc1)CC(=O)NCc1cccnc1	5	2	1	-2	-2	-1	-5	0.0	10	1
CCCCCN(C(=O)CCC(=O)OCC(=O)N(C)Cc1ccc(C)cc1)c1c(N)n(CCCC)c(=O)[nH]c1=O	16	18	-6	-1	13	-10	-4	4.4	-18	10
N=C1C(c2nc3ccccc3[nH]2)=C(O)CN1NC(=O)c1c[nH]c2ccccc12	0	.	-1	-2	2	3	-3	0.5	-10	-3
Cc1nn(S(=O)(=O)N2CCOCC2)c(C)c1Br	-7	-8	4	7	2	11	3	-1.4	9	-11
Cc1ccc(S(=O)(=O)N(C)/N=C/c2ccc(C(=O)O)cc2)cc1	-10	1	1	-3	-1	19	6	-4.0	4	-19
C=CCOC(=O)C1=C(C)NC2(O)c3ccccc3C(=O)C12O (stereo unspecified)	-7	-4	-3	.	8	23	-2	-1.9	1	-23
CC(C)(C)Nc1nc(C(N)=O)nc(N2CCOCC2)n1	1	-12	-2	.	-1	-1	-3	0.2	-35	1
COc1ccc(S(=O)(=O)Nc2ccc3c(c2)C(=O)N([C@H](C)CO)C[C@H](C)[C@@H](CN(C)C(=O)Nc2ccc(C(F)(F)F)cc2)O3)cc1	-11	?	-13	-2	-6	-5	1	-1.7	1	5
CN(CC(=O)Nc1ccccc1C(F)(F)F)C(=O)CSc1nnc(N)s1	5	-6	7	-1	2	9	-1	1.0	-9	-9
O[C@H]1c2ccccc2[C@H](Cc2cncs2)[C@@H]1Br	-11	4	0	-8	0	12	10	0.6	-7	-12
Cc1cccn2c(=O)c(C=Nc3ccccc3)c(NCc3ccco3)nc12	0	-4	-1	.	-4	-14	0	-18	-6	14
CC(=O)Nc1ccc(S(=O)(=O)N2CCN(c3ccc([N+](=O)[O-])c(NCCN4CCOCC4)c3)CC2)cc1	4	-2	9	-4	-2	-9	-2	1.0	-3	9
CCN1CCN(CC(=O)NC2CCCC2)C(=O)C1=O	3	2	8	1	8	22	-8	-0.2	8	-22
COc1ccc(-n2nnnc2-c2ccccc2)cc1	7	6	0	.	5	-10	1	0.9	-23	10
COc1ccc(O)c(/C=C2/SC(=S)N(Cc3ccccc3)C2=O)c1	-3	12	-5	0	2	-1	81*	1.3	0	1
CC(C)(C)C(O)(CC#CCN1CCCC1)c1ccccc1 (stereo unspecified)	0	-15	5	-2	-1	27	2	-0.1	-10	-27
O=C(CSc1nc(Nc2ccccc2)nc(N2CCOCC2)n1)NC1CCCCC1	-8	0	-8	-1	0	6	9	-0.6	-24	-6
COc1cccc(NC(=O)C(=O)N2CCOCC2)c1	-7	-3	13	.	0	4	3	1.7	64	-4
C/C(CS(=O)(=O)c1ccccc1)=N\O	-2	-8	1	1	-2	14	1	-3.6	-18	-14
CCOC(=O)c1sc(NC(=O)CSc2nnc(Cc3ccccc3)o2)c(C(=O)OCC)c1C	-5	3	-11	.	1	-42	7	0.6	24	42
Nc1cccc(NC(=O)c2cccs2)c1	-4	15	-10	-11	4	-24	-1	-0.8	-7	24
O=C(NC(=S)NNS(=O)(=O)c1ccccc1)c1ccc([N+](=O)[O-])cc1	-4	7	-2	7	4	.	9	-0.2	-14	.
Cc1cc(NS(=O)(=O)c2ccc(NC(=O)Nc3ccccc3)cc2)no1	4	8	0	.	-2	3	-3	-0.1	.	-3
CN(C)N1C(=O)c2c(Cl)c(Cl)c(Cl)c(Cl)c2C1=O	-1	2	3	-5	4	-3	-6	0.4	-9	3
